Assay outcomes from PubChem.
Fam108B inh – Fam108B inhibition, counter-screen for RBBP9 inhibitors | 300,000 compounds, 0.33% hits | inhibition, % at 9.51 µM | recombinant Fam108B, FP-Rh probe fluorescence polarization | AID 1947;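 active means inhibition above the screen mean inhibition plus 3 SD, computed separately per campaign, cut at about 18% in these data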;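 further: inhibitors lower polarization as less probe binds the enzyme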
Bcl-xL primary – inhibitors of human Bcl-xL; 320,000 compounds, 0.7% hits; Q07817; inhibition, % at 10.9 µM; GST-Bcl-xL / FITC-Bim BH3 peptide fluorescence polarization; AID 2129;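 active means inhibition above the mean of all tested compounds plus 3 SD, cutoff set per campaign, cut at about 30% in these data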;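 further: 0% = DMSO wells and 100% = unlabeled Bim-BH3 peptide competitor; inhibitors lower millipolarization by displacing the labeled peptide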
VLA-4 inh – inhibition in a human VLA-4 binding assay; VLA-4 expressing cells, ligand binding flow cytometry; inhibition, % (about 7 µM as worked out from the volumes in the protocol); 330,000 compounds, 0.2% hits; AID 2557; in the data active means inhibition above about 50%
MCL1 BIM primary – disrupts human MCL1 binding to BIM-BH3 peptide; Q07820; GST-MCL1 / FITC-Bim-BH3 fluorescence polarization; inhibition, % at 10.9 µM; 320,000 compounds, 0.68% hits;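 active means inhibition above the mean inhibition of all tested compounds plus 3 SD, set per campaign, cut at about 40% in these data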;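 further: 0% = DMSO wells and 100% = unlabeled Bim-BH3 peptide control; higher means more loss of mP so more displacement of Bim peptide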
GRK2 inh – human GRK2 inhibition via aptamer displacement | inhibition of aptamer binding, % at 10 µM | bead flow cytometry, FAM-aptamer displacement from GRK2 | P25098 | 330,000 compounds, 0.59% hits;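 active means inhibition of aptamer binding above 40%, roughly 3 SD of noise, on plates passing a quality check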;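 further: median bead fluorescence of bound FAM aptamer so fluorescent compounds give negative values; no value below 0 was filed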
MEX-5 binding – C. elegans MEX-5 TCR-2 RNA binding activity; Q9XUB2; MEX-5/FITC-TCR2 RNA binding, fluorescence polarization; stronger effect = lower value; activity score (negative = inhibition of binding), % at 10 µM; 300,000 compounds, 0.38% hits; AID 1832;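 active means inhibition past about -25% in most replicates, and total fluorescence under double the plate's negative control median, limit read from the data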;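 further: 0% = DMSO and -100% = 5 µM competing unlabeled TCR2 RNA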
Target sequence (Q9XUB2 whole entry, looked up): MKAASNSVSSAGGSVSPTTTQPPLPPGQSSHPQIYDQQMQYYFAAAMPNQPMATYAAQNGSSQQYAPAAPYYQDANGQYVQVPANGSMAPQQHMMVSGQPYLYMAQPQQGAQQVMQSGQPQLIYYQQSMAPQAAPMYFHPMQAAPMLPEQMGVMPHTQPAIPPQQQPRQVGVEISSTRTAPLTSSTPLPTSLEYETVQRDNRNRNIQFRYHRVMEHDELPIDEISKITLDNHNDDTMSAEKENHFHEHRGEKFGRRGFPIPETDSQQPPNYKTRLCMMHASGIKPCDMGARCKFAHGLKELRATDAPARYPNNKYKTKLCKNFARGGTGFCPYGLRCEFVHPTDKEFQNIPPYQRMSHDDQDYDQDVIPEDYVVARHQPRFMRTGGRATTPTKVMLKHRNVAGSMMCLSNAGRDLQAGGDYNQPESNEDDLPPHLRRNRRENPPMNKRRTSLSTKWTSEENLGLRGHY
GLD-1 RNA inh – GLD-1-TGE RNA interaction inhibition (C. elegans); Q17339; purified GLD-1 + fluorescein TGE RNA, fluorescence polarization; inhibition, % at 5.96 µM; 320,000 compounds, 0.44% hits;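 active means percent inhibition above a per-plate cutoff, the plate mean of test compounds plus 3 SD, cut at about 30% in these data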;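 further: 0% = DMSO wells with GLD-1 and probe and 100% = wells lacking GLD-1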
Target sequence (Q17339 whole entry, looked up): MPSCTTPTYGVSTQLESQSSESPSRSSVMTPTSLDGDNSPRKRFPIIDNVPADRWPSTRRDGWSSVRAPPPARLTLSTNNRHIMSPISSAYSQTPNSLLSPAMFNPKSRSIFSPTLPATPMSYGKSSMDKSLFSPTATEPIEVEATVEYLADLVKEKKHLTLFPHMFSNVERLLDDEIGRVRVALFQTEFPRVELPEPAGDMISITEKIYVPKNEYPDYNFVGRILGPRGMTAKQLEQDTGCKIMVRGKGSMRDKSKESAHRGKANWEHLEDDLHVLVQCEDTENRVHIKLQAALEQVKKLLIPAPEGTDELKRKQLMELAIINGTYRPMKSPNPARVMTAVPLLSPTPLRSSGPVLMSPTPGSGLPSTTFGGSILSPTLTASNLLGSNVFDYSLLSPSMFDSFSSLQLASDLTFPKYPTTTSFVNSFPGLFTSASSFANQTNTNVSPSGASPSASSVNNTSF
Efflux pump inh – antifungal efflux pump inhibition, Nile Red retention; S. cerevisiae Candida pump triplex; inhibition, % at 10 µM; 330,000 compounds, 0.44% hits; AID 485275;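 active means plate passing quality check with inhibition over a set limit, or well fluorescence over plate mean plus 4 SD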;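 further: Nile Red retained in pooled yeast measured as flow cytometry median fluorescence; 0% = buffer negative control and 100% = Enniatin B positive control; higher means more Nile Red kept so more efflux inhibition; some compounds called inactive have numbers as strong as hits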
PME-1 inh – blocks human protein phosphatase methylesterase 1 | recombinant PME-1, FP-Rh probe fluorescence polarization | Q9Y570 | 320,000 compounds, 0.53% hits | inhibition, % at 5.9 µM | AID 2130;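 active means inhibition above the campaign mean of all compounds plus 3 SD, cut at about 26% in these data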;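 further: competitive labeling of PME-1 active site by serine hydrolase directed probe; 0% = PME-1 with DMSO and 100% = wells lacking PME-1 enzyme; inhibitors block probe labeling so polarization falls and inhibition rises; many of its hits are not listed in these tables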
The depositor's hits bear a star; . = not tested or not shown. An excerpt; count on the stated rates, not on these rows.

SMILES,Fam108B inh,Bcl-xL primary,VLA-4 inh,MCL1 BIM primary,GRK2 inh,MEX-5 binding,GLD-1 RNA inh,Efflux pump inh,PME-1 inh
COc1cc(/C=C/C(=O)O)cc(S(=O)(=O)Nc2cccc(S(=O)(=O)N3CCOCC3)c2)c1OC,5,0,2,0,3,0.4,3,0.0,3
Cc1csc(C(=O)NCC(=O)NNC(=O)c2cccc(Cl)c2)c1,0,0,-14,2,0,1.5,1,0.0,0
CCc1ccc(C(=O)NNC(=O)c2ccc(=O)n(C)n2)cc1,4,5,3,-2,0,-30*,-3,0.1,2
CCC(C(=O)NCCCc1ccccc1)c1ccccc1 (stereo not given),9,6,0,1,4,-3.3,-3,-0.2,-3
O=C(N/N=C/c1cccn1-c1ccccc1)c1ccncc1,-2,2,4,7,1,2.3,-3,0.0,3
COc1cc(/C=C/C(=O)NCC2CCCCC2)cc(OC)c1OC,-2,-3,-5,-11,63*,2.1,3,0.0,3
O=C(NCCc1csc(-c2cccnc2)n1)c1ccccc1Br,2,5,9,0,2,1.0,1,-0.1,9
O=C(CN1CCN(c2ccccc2F)CC1)N1CCc2ccccc21,-1,3,16,8,1,0.4,0,0.2,0
O=C1C2CCCN2C(c2ccccc2)N1c1ccc(Cl)cc1 (stereo not given),-4,-2,4,7,1,0.9,5,0.0,2
O=C(O)CCCn1cc(NC(=O)COc2ccccc2[N+](=O)[O-])cn1,1,3,13,2,0,0.3,0,0.1,-7
CCCOC(=S)N/C(=N\S(=O)(=O)c1ccccc1)c1ccccc1,4,3,-2,6,6,0.2,2,0.5,1
COc1ccc(-c2noc(CCC(=O)Nc3cc(Cl)c(OC)cc3OC)n2)cc1,5,8,3,2,4,-2.2,0,-0.1,-2
NNC(=O)c1sc(-c2ccc(Cl)cc2)cc1N,9,-1,-113,-3,2,3.5,-3,-0.1,12
CCOC(=O)C1=C(C)N(C)C(=S)NC1c1ccc(Cl)cc1 (stereo not given),6,3,5,9,1,0.2,3,-0.3,8
CC(=O)Nc1ccc(NC(=S)NC(=O)c2ccc([N+](=O)[O-])c(C)c2)cc1,3,5,3,14,0,-1.0,7,0.3,1
CSCCNC(=O)c1ccc2nc(Cc3ccccc3F)oc2c1,-4,4,-9,13,4,1.0,-1,0.0,3
O=C(COC(=O)COc1ccc(Cl)cc1)NC1CCCCC1,0,1,-6,-6,2,1.0,1,0.0,-3
O=C1c2cc(O)c(O)cc2S(=O)(=O)C1c1ccccc1 (stereo not given),-2,4,-12,20,0,-3.4,-3,0.2,2
CC(=O)/C(N=Nc1cc2c(c([N+](=O)[O-])c1C)C(C)(C)CC2(C)C)=C(\C)O,-5,-1,6,4,0,-0.6,-5,-0.1,-2
O=C(OCC(=O)N(Cc1ccccc1)C1CCS(=O)(=O)C1)c1cc2c(s1)CCCC2 (stereo not given),-2,3,16,-16,2,-1.3,8,-0.3,3
CC(C)Oc1ccc(C(=O)NC2CCCCC2)cc1,6,-2,2,4,0,-1.2,-1,0.4,5
O=C1Nc2cccnc2Sc2ccccc21,-4,2,3,11,2,-0.2,-5,-0.1,-2
Cn1c(N)c(C(=O)COC(=O)c2ccc(Cl)c(S(=O)(=O)N3CCCC3)c2)c(=O)n(C)c1=O,-1,1,3,-4,2,.,2,-0.1,5
CC(C)Cc1ccc(CN2CCCC(NC(=O)c3ccoc3)C2)cc1 (stereo not given),1,-3,5,6,0,0.9,8,-0.1,-7
CCN(CC)C(=O)Cn1cc(C(=O)C(=O)N2CCN(c3ccc([N+](=O)[O-])cc3)CC2)c2ccccc21,3,2,10,9,0,1.1,3,-0.1,2
CCOC(=O)C1=C(C)NC(=O)NC1/C(C)=C/c1ccccc1 (stereo not given),-5,3,3,8,1,1.2,-1,-0.1,4
C=CCN(CC=C)Cc1cc(=O)n2c(-c3ccccc3)csc2n1,3,6,5,-2,0,-0.5,1,0.2,-6
CSc1cccc(NC(=S)N(CCCN2CCC(C)CC2)Cc2cccs2)c1,-1,0,8,6,1,0.3,-5,-0.1,-1
COc1cc(OC)nc(NC(=O)COC(=O)C2CCCCC2)n1,3,6,-20,5,0,-1.2,3,-0.1,-10
CCOc1ccccc1NC(=O)CCS(=O)(=O)c1cccc2nsnc12,-2,12,12,7,3,-1.3,-2,0.5,-3

Marked active in GRK2 inh, among the entries above:
| smiles | Bcl-xL primary | VLA-4 inh | MCL1 BIM primary | GRK2 inh | MEX-5 binding | GLD-1 RNA inh | Efflux pump inh | PME-1 inh |
| --- | --- | --- | --- | --- | --- | --- | --- | --- |
| COc1cc(/C=C/C(=O)NCC2CCCCC2)cc(OC)c1OC | -3 | -5 | -11 | 63* | 2.1 | 3 | 0.0 | 3 |

More compounds follow.
SMILES,Fam108B inh,Bcl-xL primary,VLA-4 inh,MCL1 BIM primary,GRK2 inh,MEX-5 binding,GLD-1 RNA inh,Efflux pump inh,PME-1 inh
O=C(CCN1CCOCC1)NNC(=S)NC(=O)c1ccc(Br)cc1,5,8,2,16,3,-0.9,-2,-0.1,5
O=C(O)c1cc(-c2cccc3ccccc23)nc2ccccc12,-1,9,0,10,2,-0.3,9,0.1,-1
N#Cc1cc([N+](=O)[O-])ccc1NC(=O)COC(=O)c1cnccn1,.,.,14,.,2,.,-4,0.2,.
COc1ccc(C)cc1Nc1n[n+](-c2ccccc2)c(-c2cccc(Cl)c2Cl)s1,-3,4,-6,7,1,1.6,-2,-0.2,-1
CCCn1nnnc1NC(=O)COc1ccc(CC)cc1,-1,2,-2,3,10,3.0,-2,0.6,-2
COc1ccc(-n2cc(C(=O)c3cc(Cl)ccc3O)cc(C#N)c2=O)cc1,4,-7,1,-9,1,3.1,-9,0.1,5
C/C(=N/Nc1ccnc2cc(Cl)ccc12)c1ccc(N)cc1,6,4,-22,0,0,1.3,5,-0.1,36*
COc1ccc(S(=O)(=O)N2CCCN(CC(=O)Nc3cc(NC(C)=O)ccc3OC)CC2)cc1,-4,2,3,0,2,1.5,-4,-0.1,6
O=C(NCCc1ccc(Cl)cc1)C12CC3CC(CC(O)(C3)C1)C2,4,5,11,-7,0,0.5,4,-0.4,0
CCCCCCc1cc2cc(C(N)=O)c(=N)oc2cc1O,3,-24,-10,-39,2,-14,-31,0.3,2
C[N+](C)(C)CCOP(=O)(O)OP(=O)([O-])OC[C@H]1O[C@@H](n2ccc(N)nc2=O)[C@H](O)[C@@H]1O,4,-1,34,12,0,-5.6,1,0.0,2
O=C(CN1C(=O)COc2ccccc21)NC1CCCC1,-3,8,8,4,0,1.5,1,-0.2,-2
COc1cc(NC(=O)CN2CCN(CC(=O)Nc3ccccc3OC)CC2)cc(OC)c1,2,-2,8,-7,0,1.1,4,-0.3,7
Cc1nc2nc[nH]n2c(=O)c1NC(=O)c1c(-c2ccccc2Cl)noc1C,8,3,17,-12,1,0.1,-2,-0.1,-2
O=C(Cn1cc(-c2nnnn2-c2ccc(Cl)cc2)c(=O)c2ccccc21)c1ccccc1,-27,-3,-1,5,0,-0.2,1,0.0,-30
CCN(CC)C(=O)Cn1cc(/C=C(\C#N)C(=O)N2CCN(c3ccccc3)CC2)c2ccccc21,-3,3,-3,5,0,0.1,1,0.1,9
CCOC(=O)c1c(S(=O)(=O)Nc2ccccc2OCC)c(C)n(C)c1C,0,3,-2,5,3,-3.1,1,-0.1,-1
CN(CC(=O)Nc1cccc(F)c1)C(=O)C1CCN(S(=O)(=O)c2ccc3c(c2)OCCO3)CC1,-4,-10,5,-10,1,-1.5,-2,0.0,2
COc1ccc(NC(=O)C(NS(=O)(=O)c2cccs2)C(C)C)cc1Cl (stereo not given),-1,8,-2,7,3,0.4,1,-0.1,-9
CC(=O)c1c(C)nc(Nc2nc3ccccc3s2)nc1C,1,-2,10,2,1,-0.2,3,-0.2,0
CCOC(=O)C1=C(C)NC(c2cccs2)C(=O)N1 (stereo not given),1,5,0,0,2,-0.1,1,0.1,-1
Cc1cc(C)cc(NC(=S)NCCN2CCOCC2)c1,-1,4,-4,1,1,2.2,-8,0.2,-3
CCOc1ccccc1N1CCN(C(=S)NCc2ccco2)CC1,1,8,-1,4,8,2.0,2,0.1,0
C/C(N)=C(/C#N)C(=O)COC(=O)CNS(=O)(=O)c1ccc2ccccc2c1,6,0,2,5,1,-2.6,4,0.0,-4
COc1ccc(S(=O)(=O)Nc2ccc(Cl)cn2)cc1,2,3,-5,2,1,-0.6,3,-0.2,1
CCN(CC)c1ccc(NC(=O)CN2CCN(CC(=O)Nc3ccc(OC)cc3)CC2)cc1,0,2,15,0,1,-0.7,5,0.1,2
CC(C)c1nc(N2CCCC2)c(C#N)c2c1CCCC2,-2,6,10,10,0,0.2,1,-0.1,-5
COCc1nnc(NC(=O)C2CC(=O)N(C3CCCCC3)C2)s1 (stereo not given),5,1,2,8,1,-2.8,5,0.1,1
O=C(NCc1ccccn1)c1cc2ccccn2n1,2,8,11,10,1,-0.3,0,0.1,2
COc1ccc(-c2nn(-c3ccccc3)cc2CNCCN2CCOC2=O)c(F)c1,1,3,-2,4,0,1.2,-3,0.1,-4

The results go on.
SMILES,Fam108B inh,Bcl-xL primary,VLA-4 inh,MCL1 BIM primary,GRK2 inh,MEX-5 binding,GLD-1 RNA inh,Efflux pump inh,PME-1 inh
CN(c1ccc(OCC(=O)Nc2ccccc2C(=O)O)cc1)S(=O)(=O)c1ccc(Cl)cc1,.,.,4,.,0,.,4,0.0,.
COc1ccc(NC(=O)C2CCN(c3cnccn3)CC2)cc1Cl,-3,6,21,4,6,1.5,-7,0.1,2
CCCNC(=O)NC(=O)COC(=O)c1ccc(S(=O)(=O)N(C)c2ccccc2OC)cc1,5,0,17,2,3,-4.0,9,-0.1,2
NC(=O)CC(O)c1cccc(Cl)c1 (stereo not given),1,8,5,-1,0,-4.6,-10,0.1,2
COc1ccc(Nc2nc(Cl)nc(N3CCN(c4ccc(OC)cc4)CC3)n2)cc1,1,2,9,4,1,0.9,-5,0.2,4
CCN(C(=O)CSc1nnc(-c2cccs2)n1CC)C1CCS(=O)(=O)C1 (stereo not given),1,4,3,7,0,0.6,4,0.1,0
Cc1ccc(-n2c(Cc3cccc4ccccc34)n[nH]c2=S)c(C)c1,0,-9,13,-10,1,-0.4,-2,0.0,-4
FC(F)(F)c1cc(-c2cccs2)nc2nc(N3CCOCC3)sc12,-5,1,28,-8,1,1.3,2,0.1,-2
CCOc1ccc(NC(=O)C2CCCN(S(C)(=O)=O)C2)cc1 (stereo not given),3,6,12,2,1,-1.3,10,-0.2,1
CCCCOC(=O)C1=C(C)Nc2ncnn2C1c1cccc(OC)c1OC (stereo not given),-1,-3,-2,1,5,3.8,4,-0.1,2
COc1ccc(CCNC(=O)[C@H](C)N2C(=O)N3CCc4c([nH]c5ccccc45)[C@@]3(C)C2=O)cc1OC,6,-1,-10,1,0,-1.4,0,0.0,0
COC(=O)c1ccc(N2C(=O)CC(SCC(=O)Nc3ccc(OC)cc3)C2=O)cc1 (stereo not given),9,7,4,5,1,-1.7,1,0.0,-6
CCCOc1ccc(N2CC(C(=O)NC3=NCCS3)CC2=O)cc1 (stereo not given),2,-3,2,4,3,0.6,4,0.0,-1
